Screens (PubChem)
Vif imaging: inhibitors of HIV Vif; actives 0.35% (n = 340,000); inhibition, % at 7.49 µM; HEK293T cells, Vif self-association by quenched fluorescence, imaging, 24 h; in the data active = inhibition above about 50%, passing the limit was not always enough; note: some results filed as inactive read as strong as hits
PDI turbidity: blocks human protein disulfide isomerase activity; P07237; PDI insulin aggregation turbidity, A650, 90 min; inhibition, % at 10 µM; actives 0.052% (n = 350,000); AID 588391;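 active = mean inhibition across replicates of 30% or more, whatever share of single replicates reach that level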;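 note: absorbance from insulin aggregation driven by PDI reduction with DTT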
Target sequence (P07237 whole entry, looked up): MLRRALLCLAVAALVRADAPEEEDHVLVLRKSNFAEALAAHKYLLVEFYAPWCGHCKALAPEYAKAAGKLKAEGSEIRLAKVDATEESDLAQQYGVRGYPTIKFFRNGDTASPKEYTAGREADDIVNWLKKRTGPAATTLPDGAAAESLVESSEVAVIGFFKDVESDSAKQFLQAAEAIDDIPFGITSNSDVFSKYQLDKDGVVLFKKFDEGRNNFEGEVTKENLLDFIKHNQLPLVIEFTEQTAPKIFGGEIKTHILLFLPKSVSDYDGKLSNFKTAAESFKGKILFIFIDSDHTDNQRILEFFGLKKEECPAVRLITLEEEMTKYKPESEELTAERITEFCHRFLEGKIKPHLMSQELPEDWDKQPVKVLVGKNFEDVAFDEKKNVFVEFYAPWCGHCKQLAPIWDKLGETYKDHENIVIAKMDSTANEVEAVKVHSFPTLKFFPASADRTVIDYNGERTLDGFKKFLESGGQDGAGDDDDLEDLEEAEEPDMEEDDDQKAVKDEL
aDG glyco up: alpha-DG glycosylation activation. Pro5-aDG cells, alpha-DG glycosylation AlphaScreen (IIH6); 0% Pro5, 100% B10-LARGE cell signal. activation, % at 10 µM. actives 0.22% (n = 360,000). AID 624168;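 active = activation of at least 8% versus controls, or a plate z-score of at least 8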;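 note: Pro5 are CHO cells carrying HIG-tagged alpha-DG that lacks glycosylation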
N-glyco inh: blocks N-linked glycosylation in D54 reporter cells | actives 0.23% (n = 360,000) | D54 ERlucT glycosylation luciferase reporter, 24 h; percent of 100 nM tunicamycin response | reporter increase, % at 12.5 µM | AID 588692;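 active = mean luciferase reporter signal, scaled so untreated is 0 and the glycosylation-blocking control 100, at or above a set limit in every replicate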;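 note: luciferase carries N-glycosylation sites so blocking glycosylation raises the light; 0% = median of neutral control wells and 100% = median of 100 nM tunicamycin wells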
ABCB6 inh 2: blocks the human ABCB6 transporter. Q9NP58. K562-ABCB6 porphyrin accumulation, flow cytometry, 1 h; stronger effect = lower value. fluorescence ratio to DMSO, % at 10 µM. actives 0.19% (n = 360,000);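 active = fluorescence ratio to DMSO below 75%, the collection mean minus 3 SD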;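 note: signal is porphyrin accumulated inside mitochondria; 100% equals median channel fluorescence of DMSO control wells; lower ratio means ABCB6 inhibition with less porphyrin fluorescence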
Exocytosis inh: blocks lytic granule exocytosis; TALL-104 LAMP-1 surface exposure, flow cytometry; cells stimulated with thapsigargin and PMA; inhibition, % at 10 µM; actives 0.66% (n = 360,000);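 active = inhibition above about 55%, limit read from the data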
CaV13 ICDI inh: Primary screen for inhibitors of IQ motif and Ca2+-dependent inactivation inhibitor domain binding in CACNA1D, Förster resonance energy transfer in living cells, …. actives 0.098% (n = 340,000). HEK cells, CFP/YFP FRET ICDI-IQ, plate reader, 10 min; percent FRET-ratio fall versus neutral wells. AID 743397. inhibition, % at 12.3 µM;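 active = mean replicate inhibition of at least 30% and at least 1% of replicates passing that level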;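 note: 0% = median of the neutral control wells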
Cardio protect: protects H9c2 cardiomyocytes from peroxide injury; H2O2 injury protection, ATPLite, 2 h; actives 0.63% (n = 360,000); protection from H2O2 cell death, % at 20 µM;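 active = compounds giving at least 50% protection of heart cells from peroxide-induced death in the single-dose screen, raw or plate-pattern-corrected value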;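 note: 0% = DMSO wells with peroxide and 100% = DMSO wells without peroxide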
HTR2A ag: mouse HTR2A agonism via beta-arrestin recruitment. CHO-K1 mHTR2A beta-arrestin complementation, luminescence; percent of 30 µM serotonin response. activation, % at 7.6 µM. actives 0.66% (n = 360,000);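 active = activation above a run cutoff, the mean activation of all tested compounds plus 3 SD, cut at about 14% in these data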;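 note: 0% = plate median of compound wells and 100% = 30 µM serotonin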
Target sequence (P35363 whole entry, looked up): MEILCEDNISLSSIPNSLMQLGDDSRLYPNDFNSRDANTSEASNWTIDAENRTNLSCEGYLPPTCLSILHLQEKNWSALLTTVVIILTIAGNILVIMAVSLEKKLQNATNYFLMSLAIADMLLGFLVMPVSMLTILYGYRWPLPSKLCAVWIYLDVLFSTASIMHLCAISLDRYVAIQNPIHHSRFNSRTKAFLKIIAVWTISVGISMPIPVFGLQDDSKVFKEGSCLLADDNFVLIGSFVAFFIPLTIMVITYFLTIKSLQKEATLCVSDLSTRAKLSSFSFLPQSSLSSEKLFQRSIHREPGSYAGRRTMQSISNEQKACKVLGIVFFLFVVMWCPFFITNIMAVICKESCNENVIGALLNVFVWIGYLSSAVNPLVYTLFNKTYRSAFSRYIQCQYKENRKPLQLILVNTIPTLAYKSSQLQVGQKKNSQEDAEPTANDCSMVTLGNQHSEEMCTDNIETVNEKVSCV
iPSC survival up: enhancers of human iPSC single-cell survival; survival enhancement, % at 20 µM; hiPSC single-cell survival, ATPlite luminescence; 100% = ROCK inhibitor wells, 0% = DMSO; actives 0.044% (n = 360,000); AID 602274; in the data active = survival enhancement above about 18%;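 note: cells exposed to compounds for 16 hours before the ATP read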
An asterisk follows results filed as active; x = no result given.

Start of the listing, in advance, 2 compounds:
molecule | Vif imaging | PDI turbidity | aDG glyco up | N-glyco inh | ABCB6 inh 2 | Exocytosis inh | CaV13 ICDI inh | Cardio protect | HTR2A ag | iPSC survival up
CC1=C(C(=O)OC(C)C)C(c2cccs2)NC(=O)N1 (configuration not stated) | -3 | 5 | 0.1 | 2 | 92 | -3 | -7 | 6 | 1 | -0.8
CCn1c(N)c(C(=O)N2CCOCC2)sc1=S | 6 | -4 | -0.3 | 2 | 126 | 0 | -5 | -2 | 2 | -1.5

Results, from the start:
molecule | Vif imaging | PDI turbidity | aDG glyco up | N-glyco inh | ABCB6 inh 2 | Exocytosis inh | CaV13 ICDI inh | Cardio protect | HTR2A ag | iPSC survival up
CC1=C(C(=O)OC(C)C)C(c2cccs2)NC(=O)N1 (configuration not stated) | -3 | 5 | 0.1 | 2 | 92 | -3 | -7 | 6 | 1 | -0.8
CCn1c(N)c(C(=O)N2CCOCC2)sc1=S | 6 | -4 | -0.3 | 2 | 126 | 0 | -5 | -2 | 2 | -1.5
O=C(NCCCN=C1NS(=O)(=O)c2ccccc21)c1ccco1 | -5 | -4 | 0.0 | 1 | 88 | -10 | -8 | 5 | -4 | -0.4
Cc1ccc(C(=O)NNc2cc(=O)n(C)c(=O)n2C)cc1C | -6 | -6 | -0.4 | 3 | 105 | -2 | -7 | 0 | -1 | 1.8
Cc1cc(C)nc(/N=C2\NC(=O)CC3C(=O)NCCN23)n1 (configuration not stated) | 0 | 2 | -0.1 | 1 | 97 | -4 | -8 | 2 | 1 | 0.5
COc1ccc(OC)c(/C=N\NC(=O)CC(=O)NCCc2ccccc2)c1 | 2 | 17 | 0.0 | 1 | 106 | -1 | -3 | 0 | 4 | -0.3
O=C(c1ccccc1)N1CCN(c2ccc([N+](=O)[O-])c(NCc3ccco3)c2)CC1 | -6 | -4 | -0.2 | -5 | 94 | 2 | x | -14 | -5 | 8.8
CS(=O)(=O)c1ccc(C(=O)N2CC(=O)Nc3ccccc32)cc1 | 10 | -8 | 0.0 | 3 | 104 | 3 | -4 | -2 | -1 | -0.8
COC(=O)CCc1c(C)c(C(=O)c2cc(OC)c(OC)c(OC)c2)c2ccccn12 | -15 | 0 | -0.1 | 8 | 98 | 19 | -2 | 13 | 5 | -0.3
Cc1cc(C)c2c(n1)nn1c(C)c(CCC(=O)NCc3ccco3)c(C)nc21 | 5 | -3 | 0.0 | -1 | 99 | -4 | -5 | 16 | 0 | 1.2
Cc1ccc(NC2=CC(=O)CC(c3ccco3)C2)c(N)c1 (configuration not stated) | 5 | -3 | -0.1 | 1 | 113 | -2 | x | 3 | 0 | -1.1
Cc1ccccc1S(=O)(=O)c1c(C)cc(C)n(C)c1=O | 2 | 1 | 0.2 | 1 | 98 | 1 | 0 | 3 | 0 | 2.6
Cc1ccn(CC(=O)N2N=C(C(F)F)CC2(O)C(F)F)n1 (configuration not stated) | 9 | 2 | 0.0 | 2 | 104 | -1 | -6 | 4 | 0 | -1.7
O=C(c1ccc(S(=O)(=O)c2ccccc2Cl)c([N+](=O)[O-])c1)N1CCCCCC1 | -9 | -3 | 1.6 | -11 | 98 | -6 | -2 | -18 | 5 | -1.3
O=C(Nc1ccc(S(=O)(=O)NCc2ccccc2)cc1)Nc1ccc2c(c1)OCO2 | -10 | 4 | 1.7 | -4 | 104 | -1 | -6 | -10 | -7 | -1.2
Cn1cc(C(=O)C(=O)N2CCCCC2)c2ccccc21 | 7 | 0 | 0.1 | 2 | 98 | 0 | -7 | -5 | -5 | 8.3
O=C(CN(C(=O)c1csnn1)c1cccc2ccccc12)NCc1ccc(F)cc1 | 6 | -5 | -0.1 | -4 | 104 | 22 | -3 | 0 | -6 | 0.5
COc1ccc(C(=O)CSc2nccn2C)cc1 | 9 | 1 | 0.0 | -2 | 97 | 3 | -3 | 9 | -1 | -0.7
O=C(COC(=O)c1c2c(nc3ccccc13)CCN(Cc1ccccc1)C2)Nc1c(F)cccc1F | -12 | 4 | -0.5 | -10 | 99 | 7 | -19 | 50 | 9 | -0.1
CN(C)S(=O)(=O)c1ccc(N2CCCC2)c(C(=O)Nc2nc(-c3ccc(F)cc3)cs2)c1 | 1 | -3 | 0.0 | 20 | 99 | -1 | -20 | -2 | 1 | 0.4
COc1ccc2nc(NC(=O)CCNC(=O)c3ccccc3Cl)sc2c1 | 3 | 9 | -0.2 | 1 | 100 | 1 | 5 | 10 | -2 | -0.1
CC(C)Oc1ccc(CNC(=O)CCC(=O)N2CC(C)Sc3ccccc32)cc1 (configuration not stated) | 15 | x | 0.3 | -6 | 98 | 13 | -2 | 17 | -4 | -0.5
COC(=O)Cc1ccc(NC(=O)c2cccs2)cc1 | x | -5 | 0.5 | -2 | 91 | -2 | -4 | -6 | -5 | 6.5
CC1CN(c2nnc(NC(=O)c3ccccc3)s2)CC(C)O1 (configuration not stated) | -1 | 1 | 0.0 | 2 | 95 | 0 | -2 | 6 | 2 | 1.4
O=C1CN(C(=O)COc2ccc(Cl)cc2Cl)c2ccccc2N1 | -2 | -7 | -0.1 | 3 | 99 | 2 | -3 | -3 | 3 | 1.7
COc1ccccc1N1CCN(CC(O)COc2ccc(S(=O)(=O)N3CCOCC3)cc2)CC1 (configuration not stated) | -4 | 6 | 0.7 | -1 | 102 | -1 | -8 | -6 | 11 | 0.1
Cc1cc(C)nc(SCC(=O)c2ccc(C)c(C)c2)n1 | -1 | 1 | 0.0 | -1 | 100 | -7 | -4 | -4 | -2 | 1.1
O=C(Cc1ccc(Cl)cc1)NCc1nc(-c2ccccc2)no1 | 5 | 11 | -0.2 | 2 | 103 | -3 | x | -1 | 5 | 0.3
COC(=O)c1ccc(CNC(=O)COC(=O)Cc2ccsc2)cc1 | -2 | -1 | 0.1 | 1 | 96 | -1 | -3 | 0 | 2 | 0.4
OCCC1CN(Cc2cnc(-c3ccccc3)s2)CCN1C1CCCCC1 (configuration not stated) | -4 | -4 | -0.2 | -5 | 98 | 2 | -6 | -1 | 5 | -0.3
CCC(Oc1ccccc1)C(=O)NCc1ccc(S(N)(=O)=O)cc1 (configuration not stated) | 13 | 2 | -0.2 | -3 | 103 | -2 | -3 | 7 | 2 | 3.0
Cc1c(CC(=O)O)c(=O)oc2cc(OCc3ccc(Cl)cc3)ccc12 | x | 2 | -0.2 | 2 | 94 | 0 | -5 | -1 | 0 | 0.2
CCCn1cnc2cc(NCc3ccc(Br)cc3)ccc21 | -2 | -3 | 0.1 | -3 | 97 | 28 | -4 | -1 | -3 | -0.6
NC(=O)NC(Cc1ccccc1)C(=O)Nc1ccc(S(N)(=O)=O)cc1 (configuration not stated) | -4 | 5 | -0.1 | 1 | 91 | 3 | x | 15 | -3 | 5.2
CN(C)c1ccc(C(C(=O)NCC2CCCO2)N(C(=O)c2snc(C(N)=O)c2N)c2ccc3c(c2)OCO3)cc1 (configuration not stated) | 0 | -17 | -0.2 | -3 | 97 | 72* | -7 | 33 | -6 | -0.7
Cc1cccc(N2CCN(C(=O)c3ccc4nccnc4c3)CC2C)c1 (configuration not stated) | 1 | 10 | 0.2 | 0 | 99 | -2 | -10 | -1 | 3 | 2.6
COCC(C)NC(=O)CSc1ncnc2sc(-c3ccccc3)cc12 (configuration not stated) | -3 | -8 | -0.2 | -3 | 105 | -16 | -6 | -2 | -3 | 1.5
Cc1ccc(NC(=O)C2CCN(S(=O)(=O)c3c(C)noc3C)CC2)cc1C | 10 | -3 | -0.3 | 2 | 98 | -4 | -3 | -5 | -6 | 0.1
COc1cccc(-n2c(-c3cccc(S(=O)(=O)N(C)C)c3)n[nH]c2=S)c1 | -7 | -4 | -0.2 | 4 | 88 | 0 | -2 | -4 | 5 | -0.2
C/C(N)=C(/C#N)C(=O)CSc1nnc(-c2ccccc2Br)o1 | 3 | -10 | 0.1 | -11 | 89 | -1 | x | -11 | -1 | 0.2
CCOC(=O)CC(=O)COc1nc2cc3c(nc2o1)CCCC3 | -2 | 4 | -0.1 | 2 | 106 | -2 | -20 | 2 | 1 | 0.1
COCC(=O)N(Cc1nc2ccccc2c(=O)[nH]1)Cc1cccs1 | 0 | 19 | -0.3 | 0 | 92 | 0 | -6 | 47 | -1 | 2.1
CC(=O)C[C@@H](O)CC(=O)[C@@H]1OC(=O)[C@H](C)C/C=C\Cc2ccccc21 | -3 | 14 | -0.1 | 0 | 98 | 5 | -12 | 7 | -3 | -1.3
COCCCNCCCCSc1ccc(Cl)cc1 | 2 | -9 | 0.6 | -2 | 102 | -1 | -8 | 12 | -3 | 2.9
O=C(CNC(=O)N1CC(=O)Nc2ccccc21)NCc1ccc(F)cc1 | x | -2 | -0.2 | 6 | 100 | -1 | -11 | -3 | 2 | 0.0
CC1CC(C#N)N(N(C)C)C1=C(C#N)C#N (configuration not stated) | 2 | 18 | 0.0 | 1 | 100 | -4 | -5 | 5 | 0 | 1.2
COCCNC(=O)c1c[nH]c2ccc(S(=O)(=O)N3CCc4ccccc43)cc2c1=O | 1 | 10 | 0.1 | -2 | 99 | 1 | -7 | 1 | -3 | 0.6
CCC(C)n1c(SCC(=O)NC(=O)Nc2ccc3c(c2)OCCO3)nc2ccccc2c1=O (configuration not stated) | 2 | -1 | 0.1 | 1 | 96 | -3 | x | -1 | 1 | -2.2
O=C(Cn1nnc2ccccc2c1=O)Nc1cccc(S(=O)(=O)N2CCOCC2)c1 | 6 | -4 | -0.2 | 2 | 92 | 2 | 8 | -10 | -2 | -0.5
CCOC(=O)C1CCN(c2c(NC3CCCc4ccccc43)c(=O)c2=O)CC1 (configuration not stated) | -6 | -14 | 1.6 | -1 | 102 | -3 | -6 | -3 | -10 | 0.3
CCc1cc(=O)oc2cc(C)cc(OCC(=O)NCCCn3ccnc3)c12 | 9 | 2 | -0.1 | 1 | 88 | -3 | -8 | 8 | 3 | 0.1
COc1ccc(NC(=O)COC(=O)[C@@H]2CCCN2C(=O)c2cccs2)cc1 | 14 | -4 | -0.2 | 0 | 101 | -8 | -4 | 1 | -2 | 0.9
COc1ccc(Cc2nnc(NC(=O)c3ccc(OC)c(OC)c3)s2)cc1 | 13 | -2 | 0.1 | 3 | 97 | -8 | -5 | -2 | -3 | -0.3
O=C(NCC(=O)N(Cc1ccco1)C(C(=O)NC1CCCC1)c1ccncc1)c1cccs1 (configuration not stated) | 22 | 17 | 0.0 | 0 | 94 | 1 | -6 | -1 | 6 | -2.4
COc1ccc(CN2CCN(CCC(C)C)C(CCO)C2)cc1Cn1cccn1 (configuration not stated) | 3 | 0 | 0.1 | -2 | 100 | -3 | 11 | -5 | -6 | 0.0
O=C(Nc1ccon1)Nc1ccc(Cl)cc1Cl | -4 | -3 | 0.5 | 1 | 83 | 3 | -2 | -6 | 2 | 0.6

Quoted from the listing:
Cardio protect with `COc1ccc(Cc2nnc(NC(=O)c3ccc(OC)c(OC)c3)s2)cc1` = -2
Exocytosis inh with `CC(=O)C[C@@H](O)CC(=O)[C@@H]1OC(=O)[C@H](C)C/C=C\Cc2ccccc21` = 5
